Screening results (PubChem)
MsrA inhibitor: bovine MsrA enzyme inhibitors, primary screen, biochemical, absorbance, HTS; Methionine sulfoxide reductase A (Bos taurus); purified bovine MsrA, absorbance read-out; inhibition, % at 15.5 µM; 360,000 compounds, 0.75% hits; AID 651718, 2012; in the data active means inhibition above about 4.5%;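 further: 0% = vehicle wells with enzyme and 100% = reference inhibitor wells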
Scp-1 inhibitor: Scp-1 phosphatase inhibitors, primary screen, biochemical, colorimetric, uHTS; inhibition, % at 20 µM; Recombinant Scp1, phosphopeptide, malachite green phosphate absorbance; 340,000 compounds, 0.88% hits; AID 493091, 2011;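 active means inhibition above about 50% at 20 µM, limit read from the data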;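 further: plate controls were DMSO wells with enzyme for no effect and wells lacking enzyme for full effect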
Target sequence (Q9GZU7 76-261 limits assumed): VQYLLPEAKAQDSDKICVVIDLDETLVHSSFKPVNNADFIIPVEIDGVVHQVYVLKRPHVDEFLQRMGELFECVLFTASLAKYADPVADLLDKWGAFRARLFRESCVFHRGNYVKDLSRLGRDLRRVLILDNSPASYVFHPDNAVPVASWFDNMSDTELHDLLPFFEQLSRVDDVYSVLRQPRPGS
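assay system = SCP-1 phosphatase catalytic domain, residues 76-261 | buffer or medium = 50 mM Tris acetate pH 5.5, 0.005% Tween-20, 10 mM MgCl2 | incubation = enzyme reaction 45 min at room temperature, colour 5 min, stabilisation 30 min | signal = Phosphate-binding colour reagent, absorbance read at 630 nm | measure = % inhibition at 20 µM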
STEP inh: STEP phosphatase inhibitors, primary screen, biochemical, fluorescence intensity, uHTS; recombinant STEP, OMFP fluorogenic substrate; Tyrosine-protein phosphatase non-receptor type 5 (Homo sapiens), P54829; inhibition, % at 20 µM; AID 588621, 2011; 360,000 compounds, 0.25% hits;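 active means inhibition at 20 µM, scaled per plate between control wells, above about 37%, limit read from the data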;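 further: 0% = DMSO with enzyme and substrate and 100% = substrate only without enzyme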
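Material: STEP (striatal-enriched tyrosine phosphatase) enzyme, cell-free | Medium: 50 mM Bis-Tris pH 6.0 with 2.5 mM DTT and 0.005% Tween 20 | Read-out: Percent inhibition scaled to no-enzyme and uninhibited-enzyme controls, plate-pattern corrected | Signal: Fluorescence read at 480 nm ex / 540 nm em | Times: 20 min reaction, room temperature, in the dark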
DNMT1 block: human DNMT1 methyltransferase inhibitors, primary screen, biochemical, molecular beacon, fluorescence, HinP1I cleavage, uHTS. inhibition (reported as % activation of signal), % at 10 µM. 360,000 compounds, 0.83% hits. DNA (cytosine-5)-methyltransferase 1 (Homo sapiens), P26358; in the data active means inhibition above about 50%
CendR NRP1 mod: modulators of CendR peptide binding to NRP-1, primary screen, biochemical, fluorescence polarization, uHTS | Neuropilin-1 (Homo sapiens), O14786 | inhibition, % at 25 µM | 360,000 compounds, 0.85% hits | FAM-RPARPAR peptide binding to NRP-1;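 active means inhibition or corrected inhibition above about 18%, plus a signal ratio from 0.5 to 1.5, limit read from the data, passing the limit was not always enough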; further: strong numbers were not always called active
Target sequence (O14786 whole entry, looked up): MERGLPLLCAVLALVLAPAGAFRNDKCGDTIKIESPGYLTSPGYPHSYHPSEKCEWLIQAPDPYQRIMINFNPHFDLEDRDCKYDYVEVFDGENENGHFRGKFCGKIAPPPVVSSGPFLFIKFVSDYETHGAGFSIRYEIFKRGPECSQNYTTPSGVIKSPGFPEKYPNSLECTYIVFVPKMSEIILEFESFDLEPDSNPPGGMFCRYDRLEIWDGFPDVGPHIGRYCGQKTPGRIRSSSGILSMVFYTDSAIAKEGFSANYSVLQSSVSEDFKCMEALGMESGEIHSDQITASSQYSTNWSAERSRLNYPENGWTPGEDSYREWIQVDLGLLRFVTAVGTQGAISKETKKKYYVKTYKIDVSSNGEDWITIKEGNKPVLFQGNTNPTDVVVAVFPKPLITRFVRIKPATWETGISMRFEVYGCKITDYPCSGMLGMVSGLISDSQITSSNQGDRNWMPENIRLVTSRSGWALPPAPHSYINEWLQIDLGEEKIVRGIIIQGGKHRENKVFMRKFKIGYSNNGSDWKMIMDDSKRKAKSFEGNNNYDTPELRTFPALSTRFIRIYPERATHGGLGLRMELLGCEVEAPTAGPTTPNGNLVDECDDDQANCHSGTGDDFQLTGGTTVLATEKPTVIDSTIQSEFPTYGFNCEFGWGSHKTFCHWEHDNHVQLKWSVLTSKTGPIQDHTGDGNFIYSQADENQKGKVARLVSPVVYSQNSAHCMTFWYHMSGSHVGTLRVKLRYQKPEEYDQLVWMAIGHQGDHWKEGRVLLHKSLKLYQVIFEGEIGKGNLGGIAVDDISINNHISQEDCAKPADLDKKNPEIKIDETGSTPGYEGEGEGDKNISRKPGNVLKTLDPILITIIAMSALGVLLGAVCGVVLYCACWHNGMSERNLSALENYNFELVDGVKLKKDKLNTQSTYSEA
LMPTP block: LMPTP phosphatase inhibitors, primary screen, biochemical, fluorescence intensity, uHTS | Low molecular weight phosphotyrosine protein phosphatase (Homo sapiens), P24666 | 360,000 compounds, 0.22% hits | recombinant LMPTP-A, OMFP fluorogenic substrate | inhibition, % at 20 µM;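 active means compounds that cut the enzyme signal by at least half of the control window in the single-dose screen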;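 further: plate controls were DMSO wells with enzyme plus substrate for no effect and substrate without enzyme for full effect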
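Assay system: LMPTP-A enzyme. Input: 0.625 nM LMPTP-A final. Probe or stimulus: 400 µM OMFP. Compound dosing: single 20 µM dose. Schedule: 50 min dark incubation at room temperature. Detection: fluorescence intensity of OMFP turnover product. Read-out: percent inhibition versus substrate-only and uninhibited controls. Benchmarks: no-enzyme low control, uninhibited high control.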
Tb MetRS inh: T. brucei MetRS inhibitors, primary screen, biochemical, luminescence. methionyl-tRNA synthetase (Trypanosoma brucei brucei). purified T. brucei MetRS, ATP depletion, Kinase-Glo luminescence. inhibition, % at 11.9 µM. 360,000 compounds, 0.4% hits. AID 624268, 2012;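 active means inhibition above a per-plate cutoff of the control wells' mean inhibition plus 3 SD, cut at about 5.5% in these data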;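 further: 0% = DMSO wells median and 100% = median of wells with control inhibitor compound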
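technique = Kinase-Glo luminescence, ATP depletion format | system = purified MetRS (methionyl-tRNA synthetase) enzyme from Trypanosoma brucei | timing = 15 min preincubation, 2 h reaction, all 25 °C | evaluation = percent inhibition versus plate control medians | dosing = single dose, 11.9 µM final nominal, 0.9% final DMSO | also added = substrates ATP, L-methionine and bulk Escherichia coli tRNA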
MsrA act: bovine MsrA enzyme activators, primary screen, biochemical, absorbance, HTS | purified bovine MsrA, absorbance read-out | activation, % at 10.6 µM | 360,000 compounds, 0.3% hits | AID 602163, 2012; in the data active means activation above about 7.5%;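 further: 0% = vehicle and 100% = reference activator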
E coli Lon inh: inhibitors of E. coli Lon protease, primary screen, biochemical, fluorescence polarization | inhibition, % at 7.94 µM | AID 602123, 2011 | 360,000 compounds, 0.42% hits | P0A9M0 | purified E. coli Lon protease; in the data active means inhibition above about 13%, passing the limit was not always enough;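 further: 0% = enzyme with probe and DMSO and 100% = no enzyme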
SUMO1-SIM PPI: modulators of SUMO1 protein-protein interactions, primary screen, biochemical, uHTS. inhibition, % at 20 µM. Small ubiquitin-related modifier 1 (Homo sapiens), P63165. 360,000 compounds, 0.33% hits. SUMO1 binding to a labelled peptide, TR-FRET, 1 h; in the data active means inhibition above about 37%
An asterisk follows results filed as active; . = not tested or not shown.

SMILES	MsrA inhibitor	Scp-1 inhibitor	STEP inh	DNMT1 block	CendR NRP1 mod	LMPTP block	Tb MetRS inh	MsrA act	E coli Lon inh	SUMO1-SIM PPI
O=C1NCCCc2nc(Oc3ccccc3)sc21	-0.8	-0.3	-4.6	-0.2	-5.9	-0.2	-1.3	-3.8	-3.0	-2.3
Cc1ccc2[nH]c3c(c2c1)CN(C(=O)CN(C)CC1OCCO1)CC3	-0.2	-11.2	-3.5	-13.4	9.4	1.4	1.2	0.2	9.0	-1.8
Cc1c(C(=O)Nc2cccc(Oc3ccccc3)c2)sc(=O)n1Cc1ccc(F)cc1	2.5	.	1.6	-13.7	-8.5	3.0	-0.7	-3.7	-2.0	0.5
CC(C)(C)OC(=O)NCc1ccc(CNC(=O)c2[nH]cnc2C(=O)N[C@@H](Cc2ccccc2)C(=O)OC(C)(C)C)cc1	0.1	-7.7	0.2	-34.5	15.7	4.1	-0.2	-0.7	0.8	2.7
CCN(CC)C(=O)C1=C(C)N(CCCN2CCCC2=O)C(=O)C(CC(=O)NCCN2CCOCC2)C1 (stereo not drawn)	-0.2	.	-1.8	7.2	-1.4	-0.9	-1.2	-3.2	2.3	2.7
Nc1nc2nccc(-c3ccco3)n2n1	6.1*	-8.4	2.2	2.1	14.4	-0.1	0.7	-5.1	-4.0	-9.9
CC(=O)OC1(C(C)=O)CCC2C3CC(C(F)(F)F)C4=CC(=O)CCC4(C)C3CCC21C (stereo not drawn)	-1.0	3.3	0.6	-1.1	9.2	1.4	-0.3	-1.1	-12.5	2.2
COc1ccc(CCNC(=O)NC23CC4CC(CC(C4)C2)C3)cc1OC	-0.5	-7.1	-1.7	1.6	5.6	-0.3	-0.4	-3.8	-3.2	-1.1
Cc1nc(SCC(=O)Nc2nccs2)c(C#N)c(C)c1C	0.3	-1.1	-2.0	0.8	21.2	0.5	-0.4	-6.8	0.8	-17.6
CC(C)C1N=C(c2ccc3c(c2)OCO3)CC(c2ccccc2O)N1 (stereo not drawn)	0.8	1.8	-0.6	-1.0	6.2	2.9	-0.3	-6.3	-18.9	-4.7
COc1cccc(N(CC(=O)NCCSCc2ccc(Cl)cc2)S(C)(=O)=O)c1	0.3	-9.5	-2.1	-1.3	-12.7	0.8	0.0	-2.2	-4.2	-0.9
CN(Cc1cccs1)C(=O)CSc1nc(N)cc(N)n1	-1.9	-3.9	2.3	-0.5	5.3	0.6	-0.6	-3.0	9.5	3.0
CCc1ccc(OCC(=O)NC2CC(C)(C)NC(C)(C)C2)cc1	0.7	-6.5	2.7	-4.0	-19.0	-1.8	0.2	-4.2	-10.9	-2.3
CC(=O)Nc1ccc(OCCOc2ccc(NC(C)=O)cc2)cc1	0.5	-4.2	0.7	-1.4	6.4	-1.3	0.1	-2.0	-9.5	0.9
CC(=O)c1cccc(N(C(=O)c2ccccn2)C(C(=O)NC2CCCCC2)c2cccs2)c1 (stereo not drawn)	-0.7	-0.1	1.7	0.3	7.7	-0.3	0.3	-2.7	-8.0	3.0
CN1C[C@@H]2C(c3ccc(C(F)(F)F)cc3)C3(c4ccccc4)CC2(C3)[C@H]1c1ccccc1 (stereo partly drawn)	0.4	0.8	1.0	6.0	1.2	2.5	-0.2	-1.3	1.7	4.9
CCNC(=S)N/N=C(\C)c1ccc2c(c1)OCCO2	0.6	-7.8	-1.1	-1.1	10.6	-1.0	-0.3	-5.2	-1.2	-1.2
Cc1ccc(S(=O)(=O)N2CCCC(C(=O)NCCC3=CCCCC3)C2)cc1 (stereo not drawn)	1.0	-5.3	2.7	1.2	-1.2	0.1	-0.1	-3.2	1.0	1.3
Cc1ccccc1-n1c(=S)[nH]c2nc3c(cc2c1=O)CCCC3	2.5	-5.2	-6.0	0.7	-15.4	-1.7	0.4	-3.7	3.9	1.2
CCN(CC)S(=O)(=O)c1ccc(N2CC(C(=O)N3Cc4ccccc4CC3C(N)=O)CC2=O)cc1 (stereo not drawn)	-0.6	-2.2	-0.1	-6.8	1.8	-1.3	0.0	-2.4	2.6	-3.3

Compounds above that have a CF3 group, in the order listed:
SMILES	MsrA inhibitor	Scp-1 inhibitor	STEP inh	DNMT1 block	CendR NRP1 mod	LMPTP block	Tb MetRS inh	MsrA act	E coli Lon inh	SUMO1-SIM PPI
CC(=O)OC1(C(C)=O)CCC2C3CC(C(F)(F)F)C4=CC(=O)CCC4(C)C3CCC21C (stereo not drawn)	-1.0	3.3	0.6	-1.1	9.2	1.4	-0.3	-1.1	-12.5	2.2
CN1C[C@@H]2C(c3ccc(C(F)(F)F)cc3)C3(c4ccccc4)CC2(C3)[C@H]1c1ccccc1 (stereo partly drawn)	0.4	0.8	1.0	6.0	1.2	2.5	-0.2	-1.3	1.7	4.9

Next part.
SMILES	MsrA inhibitor	Scp-1 inhibitor	STEP inh	DNMT1 block	CendR NRP1 mod	LMPTP block	Tb MetRS inh	MsrA act	E coli Lon inh	SUMO1-SIM PPI
COc1cc(CN2C[C@@H](CO)O[C@@H](n3cnc4c(N(C)C(C)C)ncnc43)C2)cc(OC)c1OC	-0.1	.	2.1	2.9	17.7	-1.3	-0.1	-2.1	1.6	-2.1
CCN1CCN(CCCN(Cc2ccco2)C(=S)Nc2ccc(C)c(Cl)c2)CC1	0.3	-6.5	2.7	-1.9	-5.1	-1.6	-0.3	-2.5	-7.5	1.6
CCOC(=O)N/N=C/c1ccccc1F	-1.4	-10.9	5.0	-3.4	16.2	-0.7	-1.2	-4.2	1.1	-1.2
COc1ccccc1NC(=O)CCCC(=O)OC(C)C(=O)c1ccccc1 (stereo not drawn)	-0.5	-12.4	-2.2	-0.3	-1.0	0.1	-0.5	-0.3	4.9	-2.6
Clc1ccc(-n2nnc(-c3cccnc3Cl)n2)cc1Cl	0.8	-3.0	2.6	11.9	21.1	2.5	-0.2	-3.0	-5.2	2.1
CCOC(=O)C(=NCCCN(C)C)NNc1ccc(Br)cc1	2.1	4.9	-0.6	3.8	-1.4	-0.4	1.4	-14.5	-2.8	0.0
COc1ccc(C(=O)c2ccsc2N)cc1	1.5	-12.5	-4.5	-0.9	142.8	6.4	-1.0	-18.3	90.2*	-3.7
O=C(C[n+]1ccc(-c2nnc3n2CCCCC3)cc1)c1ccc(Cl)cc1	-1.9	6.5	2.4	3.8	-2.9	-2.7	-0.7	-5.4	2.2	-26.6
O=C1OCCC1=COCCCCCCOC=C1CCOC1=O	-1.8	.	-3.9	2.5	5.0	-1.0	0.1	-1.8	-6.0	1.7
O=C(NCCc1ccccc1)c1noc2c1CCc1ccccc1-2	0.9	-3.4	-1.2	7.2	5.9	1.2	-0.1	0.1	0.8	-0.3
COC(=O)c1cc(NC(=O)c2ccc(-c3ccccc3)cc2)ccc1Cl	0.4	-14.3	-0.7	-3.6	6.9	0.3	0.2	-1.0	2.9	11.9
CCOc1ccc2oc(C(=O)NNC(=O)c3ccccc3O)c(C)c2c1	0.7	-6.9	-0.4	3.1	-7.2	-1.5	-0.5	-3.7	3.0	2.6
Cc1ccccc1C1C(=O)c2ccccc2C1=O	0.0	-3.7	-0.7	-1.5	6.2	-2.3	-0.1	-1.8	-11.1	-16.0
O=C(N/C=C/c1ccccc1)c1ccccc1	1.2	-4.4	4.4	8.5	18.6	1.7	-0.3	-3.0	-2.6	-1.1
O=C(c1ccccc1)N1CCN(c2ccc(NCc3ccc4c(c3)OCO4)cc2)CC1	-0.1	-4.8	-2.6	-5.4	-8.4	1.1	-0.4	-1.9	-5.7	8.3
COc1ccccc1N1CCN(C2CCCN(Cc3ccccc3OCCO)C2)CC1 (stereo not drawn)	0.3	-10.4	1.4	1.8	3.5	-1.3	-0.6	-2.6	-9.1	0.2
CC(C)NC(=O)NC(=O)CSc1nnc(COc2ccccc2F)n1C(C)C1CC2CCC1C2 (stereo not drawn)	.	2.2	-0.6	-13.2	9.9	1.1	-0.4	0.4	-0.9	-1.8
O=S(=O)(NC(=S)Nc1ccccc1)c1ccc(F)cc1	-0.1	-7.4	5.8	-0.9	3.2	-0.7	-0.9	-6.1	8.5	-3.7
COc1ccc(N2CCN(C(=S)Nc3ccc(C)cc3C)CC2)cc1	1.3	-6.3	-1.8	3.7	9.0	-1.2	-1.9	-11.3	-9.4	1.3
C[C@H]1CCC[C@]2(O[C@@H](CCO)C[C@@H](O)[C@@H]2O)O1	0.1	-5.8	3.1	1.5	5.1	-2.7	-0.4	-9.8	1.1	3.0
O=C(N/N=C/c1ccccc1C(=O)O)c1cccc(S(=O)(=O)Nc2cc(Cl)ccc2Cl)c1	-0.9	9.0	-2.4	-0.3	-38.1	0.2	-0.2	-2.6	-4.8	30.5
CC1CCC2(CC1)SCC(=O)N2c1ccccc1 (stereo not drawn)	1.6	-3.3	0.1	-0.5	-3.2	-1.0	-0.4	-5.2	-9.7	0.7
Cc1ccc2c(c1)C(c1ccccc1)CC(=O)O2 (stereo not drawn)	-1.0	-0.4	1.8	7.1	14.3	0.3	-0.2	-2.9	-0.6	2.0
O=C(CN(C(=O)c1csnn1)c1cccc2ccccc12)NCc1ccccc1	-1.1	-2.3	3.4	0.0	13.4	-0.3	-0.5	-5.7	2.4	-5.9
O=c1oc2ccccc2n1Cn1c(=O)oc2ccccc21	0.1	-7.2	3.8	-2.8	7.7	-0.7	1.2	-0.3	-6.4	1.0
O=C(/C=C/c1ccc2ccccc2n1)N1CCN(S(=O)(=O)c2ccc(F)cc2)CC1	0.2	-1.8	0.9	-4.2	-28.5	0.9	1.4	-3.8	-5.8	-22.1
Cc1ccc(C)c(Cn2c(=O)n(CCCC(=O)NCc3ccco3)c(=O)c3ccccc32)c1	0.6	-2.1	0.2	-0.1	-13.9	1.2	-0.3	6.5	0.6	2.4
Cc1ccccc1C(O)c1ccncc1 (stereo not drawn)	-0.3	-5.3	-1.8	0.9	3.2	2.8	-0.5	0.3	-0.7	-0.8

Marked active in E coli Lon inh, of those listed so far:
SMILES	MsrA inhibitor	Scp-1 inhibitor	STEP inh	DNMT1 block	CendR NRP1 mod	LMPTP block	Tb MetRS inh	MsrA act	E coli Lon inh	SUMO1-SIM PPI
COc1ccc(C(=O)c2ccsc2N)cc1	1.5	-12.5	-4.5	-0.9	142.8	6.4	-1.0	-18.3	90.2*	-3.7
